Screening results from PubChem.
MazF activator = MazEF (E. coli) toxin RNase activation; FAM/BHQ RNA-DNA oligo cleavage fluorescence, 5 h; P0AE70; activation, % at 20 µM; 0.32% of 350,000 active; in the data active = activation above about 50%
Target sequence (P0AE70 whole entry, looked up): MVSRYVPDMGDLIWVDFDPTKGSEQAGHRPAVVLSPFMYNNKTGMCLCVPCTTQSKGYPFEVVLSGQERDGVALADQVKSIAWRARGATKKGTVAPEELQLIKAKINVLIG
Mtb FBA inh = inhibitors of M. tuberculosis fructose-bisphosphate aldolase; purified M. tuberculosis FBA, fluorescence read-out; inhibition, % at 1 µM; 2.3% of 360,000 active; AID 588726; in the data active = inhibition above about 27%;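 note: 0% = vehicle and 100% = reference inhibitor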
BoNT-F LC inh = inhibitors of Botulinum neurotoxin F light chain protease. Multiplex microsphere protease cleavage assay, flow cytometry. inhibition, % at 10 µM. 0.22% of 360,000 active. AID 588497; in the data active = inhibition above about 35%, passing the limit was not always enough; inconclusive = no clear call, values can overlap the other calls; note: plate controls were buffer without enzyme for full effect and enzyme alone for no effect
BioA inh = BioA (M. tuberculosis) enzyme inhibition; purified M. tuberculosis BioA enzyme, plate reader; inhibition, % at 9.99 µM; 0.096% of 360,000 active; AID 602481; in the data active = inhibition above about 40%; inconclusive = no clear call, values can overlap the other calls
Rv3671c protease = inhibitors of M. tuberculosis serine protease Rv3671c; inhibition, % at 5.96 µM; AID 2606; 0.048% of 320,000 active; in the data active = inhibition above about 38%;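 note: extracellular domain of Rv3671c used as enzyme; 0% = enzyme with DMSO and 100% = no enzyme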
Target sequence (P9WHR9 whole entry, looked up, the tested form may be a part): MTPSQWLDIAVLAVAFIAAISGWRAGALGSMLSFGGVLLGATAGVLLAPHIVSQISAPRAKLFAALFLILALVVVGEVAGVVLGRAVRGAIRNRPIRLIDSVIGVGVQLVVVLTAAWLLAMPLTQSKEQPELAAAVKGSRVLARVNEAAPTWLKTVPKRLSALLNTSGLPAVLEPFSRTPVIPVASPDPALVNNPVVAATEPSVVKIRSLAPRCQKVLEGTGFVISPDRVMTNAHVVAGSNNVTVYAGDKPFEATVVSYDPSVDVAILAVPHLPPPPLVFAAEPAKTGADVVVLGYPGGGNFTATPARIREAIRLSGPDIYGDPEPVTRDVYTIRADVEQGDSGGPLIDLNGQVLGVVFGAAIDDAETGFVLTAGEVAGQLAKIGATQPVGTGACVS
GDH-TPI counter = inhibits GDH-TPI coupling enzymes, artifact for Mtb FBA screen; GDH-TPI coupled enzyme counterscreen, NADH absorbance; inhibition, % at 4.8 µM; 1.2% of 360,000 active; AID 588335; in the data active = inhibition above about 30%;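 note: 0% = DMSO wells and 100% = wells lacking the enzyme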
UGM FP inh = blocks M. tuberculosis UGM enzyme. inhibition, % at 10 µM. purified UGM, fluorescence polarization probe displacement. P9WIQ1. 0.06% of 320,000 active; in the data active = inhibition above about 10%, passing the limit was not always enough; inconclusive = no clear call, values can overlap the other calls
Target sequence (P9WIQ1 whole entry, looked up): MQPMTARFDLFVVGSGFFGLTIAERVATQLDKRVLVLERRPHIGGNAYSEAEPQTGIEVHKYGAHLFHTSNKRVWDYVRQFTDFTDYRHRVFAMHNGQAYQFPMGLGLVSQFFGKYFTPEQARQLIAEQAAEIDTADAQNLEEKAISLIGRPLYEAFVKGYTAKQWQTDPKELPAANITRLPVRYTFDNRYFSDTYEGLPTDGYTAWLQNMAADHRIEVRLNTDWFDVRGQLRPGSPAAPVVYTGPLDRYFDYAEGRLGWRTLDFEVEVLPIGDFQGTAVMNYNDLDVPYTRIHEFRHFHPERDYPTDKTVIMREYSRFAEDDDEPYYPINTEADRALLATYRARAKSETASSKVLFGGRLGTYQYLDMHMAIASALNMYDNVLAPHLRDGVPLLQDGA
FadD28 FP inh = M. tuberculosis FadD28 bisubstrate binding inhibition; 0.22% of 360,000 active; FadD28 bisubstrate probe binding, fluorescence polarization; inhibition, % at 12.5 µM; in the data active = inhibition above about 8.5%, passing the limit was not always enough; inconclusive = no clear call, values can overlap the other calls
PrPC surface inh = cell surface PrPC inhibition, primary TR-FRET screen; P04156; TR-FRET read-out; inhibition, % at 13.8 µM; 0.43% of 370,000 active; AID 720596; in the data active = inhibition above about 24%; note: 0% = median of the test wells and 100% = reference compound wells
* hit, by the source's call; ? = inconclusive; . = not tested or not shown.

SMILES	MazF activator	Mtb FBA inh	BoNT-F LC inh	BioA inh	Rv3671c protease	GDH-TPI counter	UGM FP inh	FadD28 FP inh	PrPC surface inh
Cc1ccc(NC(=O)CN2C(=O)NC3(CCc4ccccc43)C2=O)cc1S(=O)(=O)N1CCCCC1 (stereo unspecified)	-2	0	7	0.0	0	-5	-2.9	-2.5	4
Cc1ccc2[nH]cc(S(=O)(=O)c3ccc(C(C)C)cc3)c(=O)c2c1	4	-1	-15	-1.3	-3	-3	2.2	-0.5	1
CCOCC(=O)N1CCN(c2ccccc2OC)CC1	8	-4	0	-0.8	-3	7	0.9	-3.5	-2
O=C(COC(=O)c1cccc(Br)c1)NCCNC(=O)COC(=O)c1cccc(Br)c1	-4	-2	8	-1.4	-2	0	3.0	-4.5	-5
CCn1c(COc2ccccc2C)nnc1SCC(=O)N1CCC(C)CC1	-2	3	-6	3.0	0	16	2.4	-1.1	0
CN1CCN(C(=O)c2ccc3c(=O)n(CCc4ccccc4)c(=S)[nH]c3c2)CC1	-1	0	-48	-9.2	1	-2	-0.3	1.1	-6
Oc1ccc(-c2nc3ccccn3c2NCc2ccc3c(c2)OCO3)cc1	1	22	-1	0.8	5	13	2.1	-2.6	-1
Cc1noc(C)c1C(=O)NCc1cccs1	-20	0	-11	.	-9	-5	0.1	-0.3	.
C[C@H](CO)NC(=O)[C@@H]1C[C@H]1[C@@H](NP(=O)(c1ccccc1)c1ccccc1)c1ccccc1	-23	0	2	-2.0	0	8	0.9	-1.0	6
CC(=O)Nc1ccc(SCC(=O)c2cc(C)n(CC(F)(F)F)c2C)cc1	4	-1	-4	-0.3	-5	5	-0.2	-4.4	8
Cn1c(=O)c2c(-c3ccccc3)n(-c3ccccc3)cc2n(C)c1=O	10	5	-2	.	.	9	.	-1.5	-2
Cc1cccc(C(=O)NCCNC(=O)c2cccnc2)c1	-8	3	0	-3.7	-10	-7	-0.4	-1.1	-4
CC(C)(C)c1ccc(NC(=O)NCc2ccco2)cc1	2	3	-3	-1.0	-10	7	1.9	?	4
Cn1cc(SCC(=O)Nc2ccc3c(c2)OCCO3)c2ccccc21	4	0	-13	3.2	2	3	3.6	-0.8	-1
Cc1ccc(S(=O)(=O)c2c(N)n(CCC(C)C)c3nc4ccccc4nc23)cc1	3	46*	0	-2.2	-49	4	-0.2	1.0	6
Oc1ccc(N2CCN(Cc3nc4ccccc4[nH]3)CC2)cc1	5	1	-4	-0.3	1	-7	2.8	-3.9	6
O=C(COC(=O)CCc1c[nH]c2ccccc12)Nc1ccc([N+](=O)[O-])cc1	-3	-4	-18	.	8	10	0.9	-2.4	-11
C=CCn1c(O)c(C(C)=Nc2ccc(C(=O)OCC)cc2)c(=O)[nH]c1=O	-2	-1	4	1.0	0	-4	1.2	-2.7	0
CCCCOc1ccc(N(CC(=O)NC2CCCCC2)C(=O)c2snc(C(N)=O)c2N)cc1	4	3	-19	.	-6	-4	1.0	-3.4	2
Nc1c(NCc2ccccc2F)c(=O)[nH]c(=O)n1Cc1ccccc1	0	10	0	0.3	-1	15	1.4	-1.4	4
CC(CNC(=O)c1cc(COc2c(F)cccc2F)on1)Oc1cccnc1 (stereo unspecified)	2	1	4	1.2	-4	6	-2.4	-1.2	7
CCN(c1ccccc1)S(=O)(=O)c1csc(C(N)=O)c1	-2	2	-1	-0.3	-2	7	-0.1	-2.3	-3
CS(=O)(=O)N1CCN(C(=O)c2cc(-c3cccs3)nc3ccccc23)CC1	13	125*	15	-0.9	1	31*	1.8	-1.5	-12
CC(CCc1ccccc1)NC(C)C(O)c1ccc(O)cc1 (stereo unspecified)	4	1	-10	0.6	5	5	-1.0	-0.6	-5
CCOc1ccc(NC(=O)CS(=O)CC(=O)Nc2cccnc2)cc1 (stereo unspecified)	8	3	1	-0.9	-1	-7	-1.1	-2.1	5
O=C(Nc1cc(SCCO)cc([N+](=O)[O-])c1)c1ccco1	1	-2	-6	0.6	-2	8	2.7	1.3	-24
CC(OC(=O)c1ccc(S(=O)(=O)N2CCOCC2)cc1)c1ccccc1 (stereo unspecified)	2	-1	4	0.7	2	0	-2.1	-0.7	-5
Cc1ccc(-n2ccnc2SCC(=O)O)c(C)c1	-1	-1	-6	.	-4	-12	-0.2	-4.6	7
COc1ccc(C(=O)n2cnc3ccccc32)cc1Br	2	-2	-3	-1.7	6	-3	-0.5	-5.0	11
O=C(c1ccco1)N1CCN(S(=O)(=O)c2cccc([N+](=O)[O-])c2)CC1	9	-1	1	.	4	-6	-3.1	-1.1	-3
CC(=O)c1ccc(NC(=O)C2CCCN2S(=O)(=O)c2cccc3cccnc23)cc1 (stereo unspecified)	5	4	-4	-1.5	6	6	0.3	-0.3	-2
CCN(CC)CCCNC(=O)c1ccccc1C	-2	2	30	-3.8	1	12	2.0	-0.9	-5
CCCNC(=O)CCc1c(C)nc2c(c(C)nn2-c2ccc(C)cc2)c1C	2	18	?	-0.3	-7	-2	2.8	-0.7	1
OC(CN1CC=C(c2ccccc2)CC1)c1ccccc1 (stereo unspecified)	8	2	3	-2.9	6	-5	-0.6	-0.3	5
CCc1ccccc1N1C(=O)C2C3CC(=O)C(c4ccccc43)C2C1=O (stereo unspecified)	-1	1	-2	.	0	7	0.7	0.5	3
CCOC(=O)c1c(NC(=O)COc2ncnc3sccc23)sc2c1CCC2	16	11	4	0.6	-2	11	0.1	-0.3	9
COc1ccc(-c2csc(NC(=O)C3=COCCO3)n2)c(OC)c1	10	1	2	.	2	4	0.1	-4.2	-4
CS(=O)(=O)N(Cc1ccccc1)c1ccc(C(=O)NCc2cccnc2)cc1	2	-2	0	2.4	9	-1	-2.0	-4.3	0
CN(c1c(C#N)c(C(F)(F)F)nn1C)N(S(C)(=O)=O)S(C)(=O)=O	-3	3	-1	.	5	11	-4.3	-0.9	0
Cc1c(C(=O)N2CC(C(=O)N3CCCCC3)Oc3ccccc32)oc2ccccc12 (stereo unspecified)	-1	1	0	-0.4	.	8	.	-0.4	3
CCOc1ccc(NC(=O)C(C)Oc2ccccc2C(=O)Nc2ccc(C)c(Cl)c2)cc1 (stereo unspecified)	0	-1	-12	-1.4	-155	2	0.5	-2.5	6
CCNc1ccc(P(=S)(N(C)C)N(C)C)cc1	-3	4	2	-1.1	-4	4	0.8	-1.8	.
Cc1cccc(NS(=O)(=O)c2cc(C(=O)N3CCOCC3)ccc2Cl)c1	7	0	4	.	7	-1	-0.9	-1.5	-2
CC1(C)CC(=O)C2=C(C1)Nc1ccccc1NC2c1ccc(F)c(F)c1 (stereo unspecified)	7	-2	5	-0.3	-6	13	-0.9	-3.6	-3
COc1cccc(OC)c1C(=O)N1CCN=C1SCc1cccnc1	1	4	?	-1.3	1	-2	-0.3	-3.8	1
Cn1c(SCC(=O)N2CCCC2)nc2c(c1=O)SCC2	8	1	-1	3.8	.	17	.	-1.1	7
CCOC(=O)c1ccc2c(c1)nc(SC(C)C(=O)NCC1CCCO1)n2CC (stereo unspecified)	2	0	5	0.6	-16	6	0.5	.	-7
O=C(CNC(=O)c1ccc(Br)o1)Nc1ccccc1	12	-2	?	4.6	.	-2	1.2	-0.4	-4
COc1ccc(-n2c(SCc3nnc(-c4ccccc4)o3)nnc2-c2ccccc2)cc1	5	0	-2	5.1	-3	0	0.7	-0.9	-7
CC(C)CC(=O)N1CCN(S(=O)(=O)c2ccc(F)cc2)CC1	16	3	0	-1.1	6	6	0.7	0.1	-4
COc1ccc(-c2cc(-c3ccc(O)cc3)nc(N)c2C#N)cc1	10	49*	?	0.6	-20	4	-0.5	-5.5	-9
CC(C)CC(c1nnnn1C(C)(C)C)N1CCN(Cc2ccccc2)CC1 (stereo unspecified)	-1	-1	0	2.9	5	4	-1.0	-2.2	9
O=C(Nc1nc2nccc(-c3ccccc3)n2n1)C(Cl)(Cl)Cl	-1	173*	1	.	-6	21	2.1	-0.2	7
O=C(NCCS(=O)(=O)NCc1cccnc1)c1ccccc1	3	6	?	.	5	-6	-1.1	1.3	-4
O=[N+]([O-])c1ccc(NC(=S)N2CCc3ccccc3C2)cc1	7	-1	2	6.4	-7	5	-3.2	-2.8	5
CC(C)CN(C(=O)COC(=O)CNC(=O)c1ccc(Cl)cc1)C1CCS(=O)(=O)C1 (stereo unspecified)	-4	3	-7	.	5	-3	1.3	-0.8	-2
CN1CCN(CCC(=O)OC2CC3CCC(C2)N3C)CC1 (stereo unspecified)	-2	1	-8	-2.2	1	6	1.3	-2.3	-1
COc1ccc(NC(=O)CSc2n[nH]c(=O)n2C2CC2)cc1Cl	-4	3	6	1.0	.	2	.	-2.4	3
Cc1cccc(N2CCN(C(=O)c3cc(C)oc3C)CC2C)c1 (stereo unspecified)	-2	-5	-4	.	-1	8	0.3	0.4	0
COc1ccc(/C(C#N)=C/c2ccccn2)cc1	-5	24	?	1.4	-11	32*	-1.2	-5.3	-16

Part of the list above with just PrPC surface inh and BoNT-F LC inh.
Structure,PrPC surface inh,BoNT-F LC inh
O=C(CNC(=O)c1ccc(Br)o1)Nc1ccccc1,-4,?
COc1ccc(-n2c(SCc3nnc(-c4ccccc4)o3)nnc2-c2ccccc2)cc1,-7,-2
CC(C)CC(=O)N1CCN(S(=O)(=O)c2ccc(F)cc2)CC1,-4,0
COc1ccc(-c2cc(-c3ccc(O)cc3)nc(N)c2C#N)cc1,-9,?
CC(C)CC(c1nnnn1C(C)(C)C)N1CCN(Cc2ccccc2)CC1 (stereo unspecified),9,0
O=C(Nc1nc2nccc(-c3ccccc3)n2n1)C(Cl)(Cl)Cl,7,1
O=C(NCCS(=O)(=O)NCc1cccnc1)c1ccccc1,-4,?

2 of these compounds in another layout.
SMILES | MazF activator | Mtb FBA inh | BoNT-F LC inh | BioA inh | Rv3671c protease | GDH-TPI counter | UGM FP inh | FadD28 FP inh | PrPC surface inh
COc1ccc(NC(=O)CSc2n[nH]c(=O)n2C2CC2)cc1Cl | -4 | 3 | 6 | 1.0 | . | 2 | . | -2.4 | 3
Cc1cccc(N2CCN(C(=O)c3cc(C)oc3C)CC2C)c1 (stereo unspecified) | -2 | -5 | -4 | . | -1 | 8 | 0.3 | 0.4 | 0

Next results follow.
SMILES	MazF activator	Mtb FBA inh	BoNT-F LC inh	BioA inh	Rv3671c protease	GDH-TPI counter	UGM FP inh	FadD28 FP inh	PrPC surface inh
Cc1ccccc1-n1c(C)cc(/C=C(\C#N)C(=O)NCC2CCCO2)c1C (stereo unspecified)	0	1	-4	15	0	13	-0.6	-1.5	2
CC(OC(=O)c1ccccc1NCCO)C(=O)Nc1ccnn1C(C)C (stereo unspecified)	6	92*	11	0.9	9	7	-0.8	-3.0	-1
C=CCSc1nnc(NC(=O)Cn2cnc3c2c(=O)n(C)c(=O)n3C)s1	-1	1	-6	.	3	0	-1.2	1.1	-8
COc1ccc(NC(=O)CN(C)C(=O)c2ccc(NS(=O)(=O)c3ccc(C)c([N+](=O)[O-])c3)cc2)cc1	1	1	-245	.	1	6	-0.4	0.0	-2
CC1=C(C(=O)OCc2ccccc2)C(c2ccc(N(C)C)cc2)NC(=O)N1 (stereo unspecified)	1	1	-13	0.3	-1	-2	0.1	-2.9	0
CCSc1c(-c2ccccc2)nc2c(C)cccc2c1C(=O)O	-25	-1	3	2.8	-1	17	1.0	-1.2	0
COc1cc(OC)c2c3c(c(C4CCCCC4)nc2c1)CCC3	-5	6	2	1.3	-3	5	-2.9	-2.4	0
OC1(c2cccc(C(F)(F)F)c2)CCN(c2ncnc3c2[nH]c2ccc(F)cc23)CC1	-12	17	-2	5.6	.	6	.	-0.6	14
CCc1nc2ccc(C(=O)N3CCN(S(=O)(=O)CC)CC3)cn2c1N(C)C(=O)C1CCCCC1	.	2	2	-0.1	.	-1	.	-1.9	6
COc1cc(-c2noc(C)c2C#Cc2ccsc2)cc(OC)c1OC	-18	-1	-3	1.5	-10	8	0.5	-2.6	10
CC1(C(=O)Nc2cnc3ccccc3c2)CCN1C(=O)c1ccccc1CCc1ccccc1 (stereo unspecified)	.	2	-5	-0.8	.	3	.	-1.3	-1
CCCCn1c2nc3ccccc3nc2c2c(=O)n(-c3ccccc3)cnc21	1	9	2	-1.5	0	9	2.5	-1.0	-4
COc1cc(C(NC=O)C(=O)Nc2c(C)cccc2C)ccc1O (stereo unspecified)	0	-3	-7	0.1	0	2	5.3	-2.4	6
